Source: PubChem
KCNH2 3.1 block = inhibitors of human KCNH2 3.1 potassium channel isoform | U2OS KCNH2 3.1, thallium flux FluxOr; stronger effect = lower value | activity change, % (tested at about 1.8 µM) | hit rate 0.95% among 340,000;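 active = maximum activity change below -70%; inconclusive = maximum activity change from -70% to -50%; inactive = maximum activity change above -50%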;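 note: thallium influx rate constant from kinetic fluorescence after stimulation buffer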
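Normalized rate constant (relative to positive and negative DMSO controls) derived from a 2 min kinetic fluorescence read after stimulation; U2OS cells expressing the 3.1 isoform via virus at 1.77 x 10^8 /mL.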
Chronic BCR inh = chronic active BCR signaling inhibition; ABC-DLBCL IkBa-CBG/CBR reporter, luminescence ratio, 4 h; Potency, µM (doses to about 46.1 µM), without a hit: at the highest dose ratio change, negative = lower green/red ratio, most hits filed as inhibitors; hit rate 0.05% among 340,000; AID 493014; active = well fitted inhibition curve with a large enough effect in the signal ratio, with a control signal flat, not every such curve was filed as active; inconclusive = small, poorly fitted or top-dose-only effect, or effect the other way, or a change in a side signal; the % refers to the signal ratio;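 note: potency is the fitted concentration of half-maximal effect; plate controls were basal doxycycline-induced cells for no effect and cells given 10 µM MG132 for full effect; MG132 reads +100%, hits lower the ratio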
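TMD8 ABC-DLBCL cells carrying doxycycline-inducible green luciferase fused to IkappaBalpha plus unfused red luciferase were exposed to compounds (up to 46 uM) for 4 hrs at 37C. Activity came from the overlap-corrected green/red luminescence ratio.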
FBPA coupling cs = counter-screen for Giardia aldolase inhibitors: coupling enzyme system | coupling enzyme system counterscreen, AmpLite Red fluorescence | hit rate 0.67% among 290,000 | activity change, negative = inhibition, % at 58.2 µM, hits read low | AID 2472; in the data active = activity change below about -30%
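Compounds tested against the coupling enzymes alone at 57.5 uM final; readout was AmpLite Red fluorescence (525/598 nm) after 20 min at RT.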
Giardia killer = Giardia lamblia killing | hit rate 0.15% among 340,000 | Giardia lamblia trophozoite viability | AID 540267 | activity change, % at 7.66 µM, hits read low; in the data active = activity change below about -80%; inconclusive = between about -30% and that limit;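 note: parasites exposed to compound for two days anaerobically before the ATP read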
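Media and compound were dispensed first, then trophozoites at 100 cells/well; plates sat 48 hrs at 37 deg C without oxygen before ATP luminescence reagent was added and read after 15-30 min at room temperature.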
hERG WT inh = inhibitors of human wildtype KCNH2 potassium channel. U2OS, BacMam KCNH2, thallium flux FluxOr; stronger effect = lower value. AID 720551. activity change, % at 1.84 µM. Q12809. hit rate 0.37% among 340,000;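 active = maximum activity change below -70%; inconclusive = maximum activity change between -70% and -50%; inactive = maximum activity change above -50%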
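U2OS cells transduced with wild-type KCNH2 virus are loaded with FluxOr dye for 45 min, and thallium flux is measured in kinetic reads before and after stimulation buffer. Rate constants are normalized to DMSO controls.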
GALK inh = blocks human galactokinase activity; Purified GALK, Kinase-Glo residual ATP luminescence; P51570; hit rate 0.007% among 270,000; Potency, µM (highest dose often 57.5 µM), for the others: at the top dose activity change, negative = inhibition, hits mostly inhibitors; note: potency is the fitted concentration of half-maximal effect
Target sequence (P51570 whole entry, looked up): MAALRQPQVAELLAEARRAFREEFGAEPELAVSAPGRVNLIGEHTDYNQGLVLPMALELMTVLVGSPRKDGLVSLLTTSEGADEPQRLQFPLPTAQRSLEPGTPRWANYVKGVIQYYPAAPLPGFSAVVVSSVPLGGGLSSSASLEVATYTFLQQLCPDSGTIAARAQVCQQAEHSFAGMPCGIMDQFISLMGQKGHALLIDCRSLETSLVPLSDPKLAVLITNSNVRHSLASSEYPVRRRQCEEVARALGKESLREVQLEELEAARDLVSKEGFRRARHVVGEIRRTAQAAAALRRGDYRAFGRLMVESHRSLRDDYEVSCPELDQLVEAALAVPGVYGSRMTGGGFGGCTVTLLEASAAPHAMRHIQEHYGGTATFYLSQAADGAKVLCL
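Luminescence from leftover ATP (Ultra-Glo luciferase/luciferin) served as read-out after a 1 h room-temperature reaction of 5 nM GALK with 35 uM ATP and 100 uM galactose.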
Eya2 phos inh = blocks the phosphatase activity of human Eya2. O00167. recombinant Eya2, OMFP fluorescence dephosphorylation (OMFP is methylfluorescein phosphate). Potency, µM (highest dose often 76.9 µM), without a hit: top-dose activity, negative = inhibition, hits mostly inhibitors. hit rate 0.006% among 330,000. AID 488837; note: potency is the fitted concentration of half-maximal effect
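Eya2 protein (added as 0.2 uM solution) was preincubated with compound for 10 min at ambient temperature in 50 mM HEPES pH 7.5, 50 mM NaCl, 5 uM MgCl2, 0.05% BSA, 1 mM DTT. OMFP (added at 50 uM) then reacted 10 min; fluorescence read at 485/525 nm.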
uPA generation = blocks generation of uPA at the cell surface; hit rate 0.31% among 330,000; Potency, µM (top dose mostly 38.3 µM), for the others: at the top dose activity change, negative = inhibition, most hits filed as inhibitors; cell surface uPA generation assay, qHTS; active = well fitted inhibition curve with a large enough effect; inconclusive = small, poorly fitted or top-dose-only effect; inactive = no such curve, though single readings can be large or run the other way; tested in mouse RAW 264.7 cells; note: potency is the fitted concentration of half-maximal effect; nearly all actives have a fitted effect of over 55% in size
USP2a inh = blocks human ubiquitin-specific protease USP2a; O75604; USP2 core, Ub-CHOP2 coupled fluorogenic reporter, 485/531; Potency, µM (top dose mostly 38.3 µM), inactives show at the highest dose activity change, negative = inhibition, most hits filed as inhibitors; hit rate 0.01% among 330,000;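 note: potency is the fitted concentration of half-maximal effect; plate controls were DMSO wells for no effect and full inhibition by NEM control for full effect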
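Deubiquitinase activity read as fluorescence (485/531 nm) after Ub-CHOP2 cleavage activates the enterokinase reporter on its substrate; USP2 core 10nM, Ub-CHOP2 and substrate 25nM each, 30min compound preincubation then 60min RT; data normalized to NEM, curves fitted.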
PKM2 act = activators of human pyruvate kinase M2; P14618; purified PKM2, Kinase-Glo ATP luminescence, activation; response scale: 0% is enzyme alone, no compound; Potency, µM (highest dose often 57.5 µM), for the others: at the highest dose activation, hits mostly activators; hit rate 0.34% among 260,000; note: potency is the fitted concentration of half-maximal effect; nearly all actives have a fitted effect of over 55% in size
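Purified hPK-M2 (>95%) run at intermediate activity with 0.1 mM ADP and 0.5 mM PEP in 50 mM imidazole pH 7.2, KCl, MgCl2; 1 h room temperature. ATP formed read by Kinase-Glo luminescence; normalized to uninhibited and no-enzyme controls.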
B2AR arrestin = beta2AR (human) beta-arrestin recruitment activity; AID 492947; beta-arrestin recruitment to beta2AR, cell-based reporter; hit rate 0.02% among 330,000; P07550; Potency, µM (highest dose often 46.1 µM), for the others: at the top dose activation, actives largely listed as activators;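 note: potency is the fitted concentration of half-maximal effect; 0% = DMSO controls and full agonism = EC100 isoproterenol or metaproterenol; nearly all actives have a fitted effect of over 65% in size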
Target sequence (P07550 whole entry, looked up): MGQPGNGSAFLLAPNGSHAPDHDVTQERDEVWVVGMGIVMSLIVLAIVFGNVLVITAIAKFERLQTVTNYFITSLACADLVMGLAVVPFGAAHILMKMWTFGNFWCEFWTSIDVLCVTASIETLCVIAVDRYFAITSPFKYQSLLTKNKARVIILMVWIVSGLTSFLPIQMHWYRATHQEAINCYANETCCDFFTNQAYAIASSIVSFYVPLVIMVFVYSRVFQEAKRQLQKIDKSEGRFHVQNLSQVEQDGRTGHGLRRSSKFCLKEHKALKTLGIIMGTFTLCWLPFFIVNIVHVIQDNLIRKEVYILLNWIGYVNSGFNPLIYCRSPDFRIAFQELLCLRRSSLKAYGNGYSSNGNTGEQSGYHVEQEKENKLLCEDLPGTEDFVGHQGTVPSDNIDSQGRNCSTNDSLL
Starred values were filed as active, the others as inactive; ? = inconclusive; / = no result given; & = joins results of further samples; [ ] = dose if it differs, or a comment. Unless noted, calls come from the whole dose curve; as a rule, active = well fitted curve in the direction sought with a large enough effect; inconclusive = small, poorly fitted or top-dose-only effect, or another doubt; inactive = no such curve, though single readings can be large; an effect the other way counts as inactive or inconclusive. Unless noted, % is set by controls: 0 for no effect and ±100 for the full control effect.

SMILES | KCNH2 3.1 block | Chronic BCR inh | FBPA coupling cs | Giardia killer | hERG WT inh | GALK inh | Eya2 phos inh | uPA generation | USP2a inh | PKM2 act | B2AR arrestin
COc1cc(C(=O)NCC2CCCO2)cc(OC)c1OC (stereo not given) | -13 | ? | 0 | -5 | 6 | -3% | 8% | / | 1% | -16% | -0.2%
Cc1cc(C(=O)N2CCN(S(C)(=O)=O)CC2)cs1 | -4 | 1% | 1 | -1 | -11 | 1% | 6% | / | -1% | -2% | -0.3%
O=C(C1CCN(S(=O)(=O)c2cnc[nH]2)CC1)N1CCN(Cc2ccc3c(c2)OCO3)CC1 | 19 | 1% | -1 | 11 | -20 | 0% | 11% | 6% | -1% | 3% | 0.0%
O=C1NN(c2ccc(Cl)cc2)C(=O)/C1=C\c1ccc(-c2cccc(C(=O)O)c2)o1 | 4 | 14% | 7 | 13 | -4 | -18% | 12% | -1% | 7% | -1% | 0.4%
CCOC(=O)C(NC(C)=O)C(=O)Nc1ccc(C(C)C)cc1 (stereo not given) | -7 | 0% | 0 | -1 | -3 | 0% | -1% | -2% | 0% | -2% | 0.0%
CCCSCCCNC(=O)c1ccccc1NC(=O)C1=CSCCO1 | -3 | 4% | / | -13 | -12 | 2% | 1% | -6% | 2% | / | -0.5%
COc1ccc([N+](=O)[O-])cc1NC(=O)C(C)OC(=O)CN1C(=O)C2CC=CCC2C1=O (stereo not given) | -4 | 1% | / | 5 | -9 | / | 12% | 0% | 0% | / | -0.4%
CCOc1ccc(CCNC(=O)CCc2nnc3ccc(N4CCCCC4)nn23)cc1OCC | 9 | 2% | -2 | 9 | 10 | / | 13% | 4% | 2% | -6% | 0.6%
CC(Sc1nnnn1C)C(=O)NC(=O)NC1CCCCC1 (stereo not given) | 2 | 5% | -1 | -24 | -7 | -8% | -12% | -11% | 1% | 2% | -1.1%
C[C@@H](C(=O)NCc1ccccc1)[C@H]1C[C@]1(C)[C@H](NC(=O)OCc1ccccc1)c1ccccc1 | -48 | ? | 3&0 | -9 | -12 | / | -15% | ? | -3% | -1%&-7% | -0.3%
COc1ccc(C2(c3ccc(OC)cc3)NC(=O)N(CC(=O)Nc3ccc(N4CCOCC4)cc3)C2=O)cc1 | -2 | -1% | / | 10 | 4 | / | 25% | 2% | 2% | / | 4.3%
COC(=O)c1[nH]c2ccc(Cl)cc2c1NC(=O)c1ccccc1[N+](=O)[O-] | 6 | -2% | 0 | -5 | -4 | 0% | -12% | -21% | 3% | 14% | -0.6%
CCCCCCCCOC1OC(CO)C(O)C(O)C1NC(C)=O (stereo not given) | 3 | -4% | 1 | 8 | 2 | -3% | -3% | -1% | 1% | -2% | 0.0%
COc1ccc(C2CC(=O)n3c(nc4ccccc43)S2)cc1OC (stereo not given) | -13 | 8% | 4 | 7 | -2 | -1% | -1% | -1% | 0% | -3% | -0.2%
Cn1c(SCC(=O)NCc2ccco2)nnc1-c1c[nH]c2ccccc12 | 1 | 5% | 1 | -11 | -15 | 3% | 1% | 2% | 1% | 1% | -0.6%
N#Cc1cc2c(nc1SCC(=O)Nc1sc3c(c1C#N)CCC3)CCCCCC2 | -11 | 9% | 0 | 1 | 5 | -2% | 10% | -4% | 1% | 0% | -0.1%
COCCC(=O)N1CCC(Oc2ccc(C(=O)NCCc3cnn(C)c3)cc2)CC1 | 2 | 2% | 1 | 0 | -5 | 1% | 0% | 4% | 2% | / | 0.0%
CCOc1ncccc1C(=O)NCCc1ccc(Cl)cc1 | -2 | 1% | 1 | -11 | 18 | 4% | -7% | -5% | -4% | / | 0.2%
N/C(=N\OC(=O)CC1CCCCC1)c1ccccc1 | 3 | -1% | 3 | 0 | 1 | 3% | -4% | 1% | -1% | -9% | -0.1%
CN1CCC(=NNc2ccc(S(=O)(=O)N3CCOCC3)cc2[N+](=O)[O-])CC1 | 1 | ? | 3 | 10 | 0 | -3% | -3% | -7% | 0% | 0% | -0.6%

Seven entries out of the list, sorted by SMILES length, highest first.
SMILES | KCNH2 3.1 block | Chronic BCR inh | FBPA coupling cs | Giardia killer | hERG WT inh | GALK inh | Eya2 phos inh | uPA generation | USP2a inh | PKM2 act | B2AR arrestin
COc1ccc(C2(c3ccc(OC)cc3)NC(=O)N(CC(=O)Nc3ccc(N4CCOCC4)cc3)C2=O)cc1 | -2 | -1% | / | 10 | 4 | / | 25% | 2% | 2% | / | 4.3%
COc1ccc([N+](=O)[O-])cc1NC(=O)C(C)OC(=O)CN1C(=O)C2CC=CCC2C1=O (stereo not given) | -4 | 1% | / | 5 | -9 | / | 12% | 0% | 0% | / | -0.4%
CN1CCC(=NNc2ccc(S(=O)(=O)N3CCOCC3)cc2[N+](=O)[O-])CC1 | 1 | ? | 3 | 10 | 0 | -3% | -3% | -7% | 0% | 0% | -0.6%
COCCC(=O)N1CCC(Oc2ccc(C(=O)NCCc3cnn(C)c3)cc2)CC1 | 2 | 2% | 1 | 0 | -5 | 1% | 0% | 4% | 2% | / | 0.0%
Cn1c(SCC(=O)NCc2ccco2)nnc1-c1c[nH]c2ccccc12 | 1 | 5% | 1 | -11 | -15 | 3% | 1% | 2% | 1% | 1% | -0.6%
CCCSCCCNC(=O)c1ccccc1NC(=O)C1=CSCCO1 | -3 | 4% | / | -13 | -12 | 2% | 1% | -6% | 2% | / | -0.5%
CCCCCCCCOC1OC(CO)C(O)C(O)C1NC(C)=O (stereo not given) | 3 | -4% | 1 | 8 | 2 | -3% | -3% | -1% | 1% | -2% | 0.0%

Carrying on.
SMILES | KCNH2 3.1 block | Chronic BCR inh | FBPA coupling cs | Giardia killer | hERG WT inh | GALK inh | Eya2 phos inh | uPA generation | USP2a inh | PKM2 act | B2AR arrestin
CCC(=O)N(Cc1cc2cccc(C)c2[nH]c1=O)c1ccccc1OC | 2 | 0% | 8 | 14 | -2 | -3% | -6% | 1% | 4% | 1% | -0.6%
CC#CCc1cc2ccccc2c(=O)o1 | -4 | 0% | 4 | 6 | -2 | -1% | 10% | -16% | -5% | 8% | -0.3%
CCOC(=O)c1cn(CC(=O)Nc2ccc3c(c2)OCCO3)nn1 | 21 | 0% | 2 | 4 | 7 | 2% | -12% | 4% | -1% | 1% | -0.4%
O=C(Cc1ccccc1F)Nc1nc(-c2cccnc2)cs1 | -12 | 3% | -10 | -14 | / | 4% | 8% | -2% | 0% | 4% | -1.0%
Nc1c(N=Nc2cccc(Cl)c2)c(=O)[nH]n1-c1ccccc1 | 6 | ? | -3 | -11 | -2 | / | -9% | 0% | 1% | -2% | 0.0%
O=C(NC(=S)N1CCOCC1)c1ccccc1Cl | 3 | ? | / | 4 | 2 | 4% | 4% | 3% | 0% | -1% | -0.5%
N=c1c(C(=O)NCC2CCCO2)cc2c(=O)n3ccccc3nc2n1Cc1ccccc1Cl (stereo not given) | -7 | 0% | / | -6 | -3 | 0% | -4% | -5% | -1% | / | 0.5%
CS(=O)(=O)c1ccc2nc(NC(=O)CN3C(=O)NC4(CCCC4)C3=O)sc2c1 | 15 | 6% | 1 | 4 | 3 | 8% | 14% | 11% | 0% | -2% | 0.1%
COc1ccc(NC(=O)COc2ccccc2F)cc1S(=O)(=O)N1CCCCC1 | 2 | -7% | / | -4 | 4 | -1% | -10% | 0% | 0% | 3% | -0.3%
O=C(Cn1cc2c(n1)CCCCC2)Nc1c(F)cc(F)cc1Br | 7 | -12% | 2 | -22 | 23 | -1% | 3% | 2% | 0% | -3% | -0.7%
CCOC(=O)c1cc(CC)sc1NC(=O)COC(=O)C1CCC1 | 3 | 1% | 3 | 2 | -15 | -4% | -4% | -1% | -6% | 4% | -1.0%
COc1ccc(-n2c(SCc3ccc(C#N)cc3)nnc2-c2ccccn2)cc1 | -2 | 6% | 3 | 6 | 4 | 1% | -43% | 6% | 1% | 0% | 0.0%
O=C(CN1C(=O)CCC1=O)c1ccc(-c2ccccc2)cc1 | 1 | ? | 0 | 7 | 3 | 3% | -10% | 0% | 0% | -1% | -0.5%
O=C(NNC(=O)C1CCCO1)c1ccc(Cl)cc1 (stereo not given) | 1 | 9% | -3 | 18 | 6 | 1% | 2% | -1% | 3% | -11% | -0.3%
CN(C)/C=C/C(=O)c1cccc(Oc2ncccn2)c1 | -14 | ? | 2 | 9 | -7 | -1% | 0% | 0% | -2% | -1% | 3.0%
O=C1/C(=C/c2ccc([N+](=O)[O-])cc2)C=C(c2ccccc2)N1c1ccc(O)cc1 | -22 | ? | 0 | -6 | 3 | 1% | -24% | / | 2% | -12% | 5.4%
Cc1ccc(C)c(OCCCN2CCc3ccccc3C2)c1 | ? | -2% | 4 | 24 | -2 | -4% | -4% | 4% | 0% | 0%[11.5 µM] | -0.4%
